SW480 rerep: induces DNA re-replication in SW480 colon adenocarcinoma cells; SW480 DNA re-replication, Hoechst DNA content imaging, 48 h; Potency, µM (highest dose often 46.1 µM), for inactives: top-dose re-replication activation, actives largely listed as activators; 340,000 tested, 1.8% active; note: potency is the fitted concentration of half-maximal effect; % of control where 0% means no effect; nearly all actives have a fitted effect of over 55% in size
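Image-based DNA-content assay: after two days of treatment, nuclei were labelled with the DNA dye Hoechst and imaged, and hits were compounds raising the count of nuclei showing high fluorescence intensity.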
GLP1R ag: GLP-1 receptor (human) agonism; HEK293 GLP-1R CRE-luciferase, luminescence, 4-6 h; cells express a hypersensitive GLP-1R form; Potency, µM (doses to about 45.6 µM), inactives show at the highest dose activation, hits mostly activators; 380,000 tested, 0.007% active; note: potency is the fitted concentration of half-maximal effect; % of control where 0% means no effect
Target sequence (P43220 whole entry, looked up): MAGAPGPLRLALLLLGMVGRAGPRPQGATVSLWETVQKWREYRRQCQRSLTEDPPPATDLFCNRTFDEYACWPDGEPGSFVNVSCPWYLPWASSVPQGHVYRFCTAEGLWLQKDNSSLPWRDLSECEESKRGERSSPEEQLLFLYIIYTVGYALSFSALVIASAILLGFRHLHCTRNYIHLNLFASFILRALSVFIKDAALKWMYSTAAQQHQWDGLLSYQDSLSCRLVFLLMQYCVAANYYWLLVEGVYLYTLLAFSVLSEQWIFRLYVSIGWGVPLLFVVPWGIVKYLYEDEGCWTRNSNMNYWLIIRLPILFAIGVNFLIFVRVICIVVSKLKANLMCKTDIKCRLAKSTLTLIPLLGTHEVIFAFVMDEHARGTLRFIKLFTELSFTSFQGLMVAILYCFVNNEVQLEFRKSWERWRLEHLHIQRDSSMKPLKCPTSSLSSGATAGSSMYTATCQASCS
HT1080 IDH1KD tx: HT-1080 IDH1 knockdown cell toxicity (counter line); 360,000 tested, 2% active; AID 686971; Potency, µM (doses to about 46.1 µM), for the others: at the highest dose activity, negative = toxicity, most hits filed as cytotoxic; HT-1080 IDH1 knockdown viability, ATP luminescence, 48 h;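 note: potency is the fitted concentration of half-maximal effect; 0% = DMSO wells and -100% = cell-free medium wells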
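In this qHTS, HT-1080 cells depleted of IDH1 are exposed for 48 h at 37 °C to compound titrations. Toxicity is scored from CellTiter-Glo luminescence, with DMSO as full viability and medium alone as none.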
IL1B secr inh: blocks inflammasome-driven IL-1 beta release | AID 743279 | 360,000 tested, 4.7% active | THP-1 LPS/ATP IL-1B secretion, AlphaLISA, 16 h; hits give low values | activity change, % at 57.5 µM; in the data active = activity change below about -50%; inconclusive = mostly about -30% to -49%; note: % is set by controls: 0 for no effect and ±100 for the full control effect
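THP-1 cells pretreated 1 hr with compounds (up to 57.5 uM final), then stimulated with LPS (250 ng/mL final) plus ATP (1.25 mM final); secreted IL-1B measured by AlphaLISA after 16 hr, decreased signal indicating inhibition.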
HT1080NT lethal: kills 2HG-producing HT-1080-NT fibrosarcoma cells; HT-1080-NT fibrosarcoma viability, CellTiter-Glo ATP luminescence, 48 h; Potency, µM (series often up to 46.1 µM), for inactives: top-dose activity, negative = less viability, usual class: cytotoxic; 360,000 tested, 1.6% active; AID 686970;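 note: NT is the 2HG producing partner of a matched IDH1 knockdown line; potency is the fitted concentration of half-maximal effect; 0% = DMSO-treated cells and -100% = media-only wells without cells; nearly all actives have a fitted effect of over 55% in size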
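HT-1080-NT fibrosarcoma cells (2HG-overproducing), 750 cells/well in RPMI with 5% FBS, dosed after 2 h and incubated 48 h at 37C. CellTiter-Glo luminescence normalized to DMSO and no-cell wells; concentration-response curves fitted and classed.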
KB-3-1 cytotox: kills parental KB-3-1 adenocarcinoma cells. KB-3-1 viability, CellTiter-Glo ATP luminescence, 72 h. Potency, µM (series often up to 46.1 µM), for the others: at the top dose activity change, negative = cytotoxic, most hits filed as cytotoxic. 400,000 tested, 1.4% active. AID 1347075; note: potency is the fitted concentration of half-maximal effect; % is set by controls: 0 for no effect and ±100 for the full control effect; nearly all actives have a fitted effect of over 60% in size
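Screening of KB-3-1 cells (DMEM, 10% FBS, phenol-red free) ran from lowest to highest compound concentration; after 72 h at 37 °C viability was read luminescently and curves fitted.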
DRD3 agonist: agonists of human D3 dopamine receptor; P35462; D3R DiscoveRx beta-arrestin cells, luminescence, 90 min; 410,000 tested, 0.58% active; max activation, %; AID 652048; in the data active = max activation above about 30%; note: 0% is about no effect; mostly tested at two doses, the higher about 12 µM
Target sequence (P35462 whole entry, looked up): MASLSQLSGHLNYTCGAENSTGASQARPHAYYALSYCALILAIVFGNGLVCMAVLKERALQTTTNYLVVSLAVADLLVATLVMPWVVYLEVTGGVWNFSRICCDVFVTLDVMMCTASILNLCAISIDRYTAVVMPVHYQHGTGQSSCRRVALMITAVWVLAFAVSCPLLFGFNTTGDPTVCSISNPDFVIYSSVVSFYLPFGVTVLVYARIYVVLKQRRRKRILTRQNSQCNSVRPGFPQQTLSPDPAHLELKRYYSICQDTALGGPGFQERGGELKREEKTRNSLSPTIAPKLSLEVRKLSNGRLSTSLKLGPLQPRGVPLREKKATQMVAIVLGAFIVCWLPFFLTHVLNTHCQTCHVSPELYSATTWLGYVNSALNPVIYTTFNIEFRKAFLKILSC
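Agonist mode: compounds and dopamine controls were applied to plated cells for 90 min at 37 degrees C after an overnight attachment at 1500 cells/well. Luminescent read-out followed 30 - 60 minutes at room temperature with DiscoveRx detection reagent.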
DRD3 antagonist: antagonists of human D3 dopamine receptor. P35462. D3R cells, DiscoveRx beta-arrestin luminescence, antagonist mode; hits give low values. max response, negative = inhibition, %. 360,000 tested, 2.5% active. AID 652054; in the data active = max response below about -50%; inconclusive = no clear call, values can overlap the other calls; note: % is set by controls: 0 for no effect and ±100 for the full control effect; mostly tested at two doses, the higher about 12 µM
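Cells plated overnight at 1500 cells/well, then exposed to library compounds with dopamine controls for 90 minutes at 37 degrees C. DiscoveRx reagent added for 30–60 minutes at room temperature; luminescence read, quantitative HTS format.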
KB-V1 MDR tox: kills drug-selected multidrug resistant KB-V1 cells; KB-V1 MDR cells viability, CellTiter-Glo, 72 h; Potency, µM (series often up to 46.1 µM), for the others: at the top dose activity change, negative = cytotoxicity, actives largely listed as cytotoxic; 400,000 tested, 3.4% active; AID 1347076; note: potency is the fitted concentration of half-maximal effect; % is set by controls: 0 for no effect and ±100 for the full control effect; nearly all actives have a fitted effect of over 60% in size
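Cells of the MDR subline KB-V1 are plated, dosed with compound at multiple concentrations, and incubated 72 h at 37 degrees C; CellTiter-Glo is then added and luminescence read after 10 min.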
Active calls of the source: *; ? = inconclusive; · = no result given; [ ] = remark or other dose. Unless noted, calls come from the whole dose curve; as a rule, active = well fitted curve in the direction sought with a large enough effect; inconclusive = small, poorly fitted or top-dose-only effect, or another doubt; inactive = no such curve, though single readings can be large; an effect the other way counts as inactive or inconclusive.

SMILES | SW480 rerep | GLP1R ag | HT1080 IDH1KD tx | IL1B secr inh | HT1080NT lethal | KB-3-1 cytotox | DRD3 agonist | DRD3 antagonist | KB-V1 MDR tox
COc1ccc(S(=O)(=O)N2CCOCC2)cc1NC(=O)COC(=O)C1CC1C (stereo not drawn) | -7% | 4% | -3% | 11 | 9% | 15% | 5 | 3 | ?
COc1ccc(C2(C(=O)Nc3ccc(C)c(C)c3)CCOCC2)cc1 | -2% | 6% | 1% | -29 | 1% | -37% | -12 | ? | -14%
COc1ccc(OC)c(NC(=O)c2cn(CC(C)C)c(=O)c3cc(OC)c(OC)cc23)c1 | · | 3% | · | · | · | -6% | 0 | · | -27%
O=C(NCc1ccc(F)cc1)c1ccc2c(c1)N(Cc1ccc(F)cc1Cl)C(=O)CS2 | · | 0% | · | · | · | 3% | 7 | · | -1%
O=C(O)c1ccc2c(c1)SC1=NS(=O)(=O)CCN12 | -23% | -1% | -3% | 7 | 12% | 2% | 3 | 1 | ?
O=C1CN(CC(=O)Nc2ccc(SC(F)F)cc2)CCN1 | -2% | 0% | 12% | -24 | 18% | 7% | 6 | 3 | 12%
O=C(CSc1nnc(CNC(=O)C23CC4CC(CC(C4)C2)C3)n1-c1ccccc1)Nc1ccccc1 | -2% | 2% | -3% | 15 | -3% | 0% | -5 | -5 | -3%
C=CCNC(=O)CSc1nnc(-c2ccccn2)n1Cc1ccccc1 | -17% | 5% | -3% | 4 | -3% | 0% | 1 | -4 | -16%
CC1CCC(C(=O)NC(C(=O)N2CCC(N3CCCCC3)CC2)C(C)C)CC1 (stereo not drawn) | -7% | -10% | 3% | 18 | 4% | 3% | 0 | -24 | 10%
CCOC(=O)c1ccc(N2C(=O)CC(NC3CCN(C(=O)c4ccc(F)cc4)CC3)C2=O)cc1 (stereo not drawn) | 1% | 12% | 12% | 0 | 43% | 0% | 1 | 0 | -10%
Cc1ccc(C)c(NC(=O)CSc2nnc(-c3ccccc3)n2N)c1 | -6% | 3% | 8% | 5 | 9% | 1% | 3 | 17 | ?
COc1ccc(S(=O)(=O)Nc2cccc(-c3ccc4nncn4n3)c2)cc1 | 3.5µM* | 9% | 10µM* | 27 | 16µM* | 5.8µM* | 0 | 14 | ?

Compound profiles (already shown). Screens in order: SW480 rerep, GLP1R ag, HT1080 IDH1KD tx, IL1B secr inh, HT1080NT lethal, KB-3-1 cytotox, DRD3 agonist, DRD3 antagonist, KB-V1 MDR tox
Profile of `COc1ccc(S(=O)(=O)N2CCOCC2)cc1NC(=O)COC(=O)C1CC1C` (stereo not drawn) : -7%, 4%, -3%, 11, 9%, 15%, 5, 3, ?
Profile of `COc1ccc(C2(C(=O)Nc3ccc(C)c(C)c3)CCOCC2)cc1` : -2%, 6%, 1%, -29, 1%, -37%, -12, ?, -14%
Profile of `C=CCNC(=O)CSc1nnc(-c2ccccn2)n1Cc1ccccc1` : -17%, 5%, -3%, 4, -3%, 0%, 1, -4, -16%
Profile of `O=C(NCc1ccc(F)cc1)c1ccc2c(c1)N(Cc1ccc(F)cc1Cl)C(=O)CS2` : ·, 0%, ·, ·, ·, 3%, 7, ·, -1%

New compounds follow
SMILES | SW480 rerep | GLP1R ag | HT1080 IDH1KD tx | IL1B secr inh | HT1080NT lethal | KB-3-1 cytotox | DRD3 agonist | DRD3 antagonist | KB-V1 MDR tox
O=C(NC(NC1CCS(=O)(=O)C1)C(=O)c1ccccc1)c1ccc(Cl)cc1 (stereo not drawn) | 9% | 0% | 11% | 6 | 10% | 11% | 7 | 12 | 6%
Cc1c(/C=C(\CC(=O)O)c2nc3ccccc3s2)cc(C#N)n1C | -7% | -3% | -7% | 32 | -6% | 1% | -7 | -4 | ?
CC(=O)NC(c1cccc(F)c1)c1nc(-c2ccccc2)cs1 (stereo not drawn) | · | 0% | 2% | -2 | 3% | -11% | 5 | 4 | ?
c1ccc(CSc2nnc(-c3cccs3)o2)cc1 | ? | 2% | 5% | -5 | -12% | 0% | -17 | ? | ?
CC(C)n1c(NCc2cccs2)nc2ccccc21 | -3% | 0% | 23% | -8 | 11% | 9% | -13 | 9 | -17%
N#CC(C#N)=C1C=CC=CN1/C(=C\c1ccco1)C(=O)c1ccc(Br)cc1 | 4.6µM* | -7% | -12% | -106* | -4% | ? | -11 | -99* | -8%
C[C@H]1CCCCO[C@H](CN(C)CC2CCCCC2)[C@@H](C)CN([C@@H](C)CO)C(=O)c2cc(NS(=O)(=O)c3ccccc3)ccc2O1 | · | 27% | ? | ? | ? | ? | 3 | 26 | -3%
CCOc1ccc(-c2csc(NC(=O)c3ccco3)n2)cc1 | -15% | 6% | 0% | 8 | 9% | -9% | 0 | -4 | -10%
O=C(O)CC/C(=C\c1ccc2c(c1)OCO2)c1nc2ccccc2s1 | 2% | 0% | -13% | 14 | -9% | -1% | 12 | -10 | 1%
Cc1ccc(CNC(=O)C2CCCN2C(=O)Nc2ccc(C)cc2)cc1 (stereo not drawn) | 4% | 0% | 19% | 1 | -2% | -1% | -7 | -16 | -11%
O=C(CN1C(=O)NC2(CCCC2)C1=O)N1CCc2ccccc2C1 | 2% | 10% | 18% | 19 | 19% | 21% | 3 | 25 | 14%
Cc1ccccc1N1C(=O)CC(Nc2ccc3c(c2)OCO3)C1=O (stereo not drawn) | -1% | 0% | 20% | -4 | 14% | 12% | 4 | -12 | -3%
CCOc1ccc(NC(=O)Cn2c(=O)n(CCc3ccccc3)c(=O)c3c4c(sc32)CCCC4)cc1 | · | -1% | · | · | · | -1% | 5 | · | 14%
O=C1CCCC(=O)C1C1c2ccccc2CCN1C(=O)CCl (stereo not drawn) | -15% | -1% | 23% | -4 | 23% | 6% | 3 | 5 | 7%
CCCCN(C(=O)CSc1nnc(Nc2ccc(C)c(C)c2)s1)c1c(N)n(Cc2ccccc2)c(=O)[nH]c1=O | ? | -20% | ? | -77* | -26% | 0% | -10 | 0 | 0%
Cc1nn(C(=O)c2nn(C)cc2Cl)c(C)c1Br | -4% | -3% | 11% | -22 | 7% | 0% | 0 | -16 | 16%
CC(=O)SC(C)CC(=O)NCc1ccccc1 (stereo not drawn) | 17% | -6% | 15% | 1 | 9% | 10% | -2 | 5 | -23%
Cc1cc(C)c(O)c(-c2cc(C(=O)NCCc3ccc(S(N)(=O)=O)cc3)[nH]n2)c1 | 17% | -2% | -24% | -51* | -19% | 2% | -14 | -15 | -6%
COc1cc(OC)cc(C(=O)Nc2cccc(NC(C)=O)c2)c1 | -3% | -5% | 6% | -13 | 2% | -3% | -6 | -14 | -6%
O=[N+]([O-])c1ccccc1S(=O)(=O)N(CC1CO1)c1ccccc1 (stereo not drawn) | ? | 0% | ? | -10 | ? | -9% | 19 | 4 | 24%
Cc1ccc(-n2nc3cc(C)c(N)cc3n2)cc1 | ? | -18% | 0% | 13 | 0% | -2% | 1 | 33 | 3%
CC1=C(C(=O)OCc2ccccc2)C(c2ccc(Cl)cc2)NC(=O)N1CCCC(=O)O (stereo not drawn) | -1% | -1% | -10% | 27 | 1% | -16% | 1 | -4 | -7%
CCOC(=O)N1CCN(C(=O)c2cc3c(=O)n(C)c4ccccc4c3n2C)CC1 | -15% | -2% | 0% | -12 | 7% | 9% | -7 | 4 | 10%
O=C(O)c1ccccc1CC(CCc1ccccc1)C(=O)O (stereo not drawn) | -6% | 1% | 1% | 5 | -1% | 3% | -6 | -25 | 6%
CN(Cc1cnn(-c2ccccc2)c1)C(=O)c1ccc(S(=O)(=O)NCc2ccco2)cc1 | · | -1% | -18% | -5 | -4% | -3% | -7 | -9 | -23%
O=S(=O)(c1ccccc1)N1CCc2ccccc2C1 | -7% | 11% | -6% | 5 | -2% | 0% | -2 | -6 | -16%
CN(CC1CCCN(CCc2ccc(Cl)cc2)C1)C(=O)c1ccc2nc[nH]c2c1 (stereo not drawn) | 1% | -13% | -2% | 4 | 0% | 0% | -5 | -14 | -1%
COc1cc(NC(=O)C/C(C)=N/NC(=O)C(=O)NC2CCCCC2)c(OC)cc1Cl | -480%[1.84 µM] | -3% | -9% | 13 | ? | -7% | -3 | 1 | 4%
COC1=CC2(O)CCCC2=CC1=O (stereo not drawn) | ? | -2% | 3% | 18 | 13% | 0% | 4 | ? | 0%
Cc1cccc(NC(=O)CNC(=O)CCc2nc3sc4c(c3c(=O)[nH]2)CCCC4)c1C | -25% | -3% | 1% | 19 | 0% | 8% | 0 | 6 | 13%
Cc1ccc([C@@H]2CC=C(C(=O)O)[C@H](c3ccc(Cl)cc3)N2S(=O)(=O)c2ccccc2C)cc1 | 0% | -3% | -21% | 40 | -10% | 0% | -44 | -61* | 0%
Cc1ccc(C(=O)OCC(=O)Nc2ccc3c(c2)OCO3)c(O)c1 | -5% | -6% | 12% | -5 | 3% | 21% | -1 | -2 | ?
O=c1[nH]ncn1-c1ccc(Br)cc1 | 18% | 5% | 12% | 2 | 2% | 9% | 2 | 16 | 1%
COc1ccc(OC)c(S(=O)(=O)N(C)CC(=O)N2CCN(c3ccc(F)cc3)CC2)c1 | -3% | -3% | -4% | -2 | -1% | 3% | -4 | -20 | -25%
O=C(COn1nnc2ccc(Cl)cc21)NC1CCS(=O)(=O)C1 (stereo not drawn) | 1% | -3% | 0% | -9 | -1% | 0% | -9 | -12 | 8%
Cc1ccc(CN2CCC(CNc3ncnc4onc(-c5ccc(Cl)cc5)c34)CC2)cc1 | · | 0% | · | · | · | -3% | -15 | · | 7%
CC(O)CSc1nc2c(c(=O)[nH]c(=O)n2C)n1Cc1ccccc1 (stereo not drawn) | -31%[inhibitor] | 16% | -5% | -5 | 7% | -1% | -4 | 4 | -3%
CN(C)C=NC(=O)c1ccc(N2CCN(c3ncc(C(F)(F)F)cc3Cl)CC2)cc1 | -1% | 3% | ? | 16 | ? | -3% | 1 | -7 | -14%
O=C(NCc1ccco1)c1cc(S(=O)(=O)N2CCOCC2)ccc1Cl | 0% | -6% | 4% | 9 | 0% | 2% | -4 | 22 | 13%
O=C(CN1C(=O)C2C3CC(C(Br)C3Br)C2C1=O)OCC(=O)c1cccc([N+](=O)[O-])c1 (stereo not drawn) | 18% | 3% | -9% | 27 | 5% | -3% | -13 | 1 | 8%
